# 12-hLO inh: 12-hLO (ALOX12) enzyme inhibition. AID 1452. 0.12% of 150,000 active. Potency, µM (titrated, usually from 57.1 µM), inactives show at the top dose activity change, negative = inhibition, actives largely listed as inhibitors. P18054. purified 12-hLO, xylenol orange hydroperoxide absorbance; further: potency means the concentration at half of the fitted maximal effect; nearly all actives have a fitted effect of over 55% in size; many of its hits are not listed in these tables
#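 Hydroperoxide output read as Fe(III)-xylenol orange absorbance, 573-to-405 nm ratio, after 30 min reaction with 40 uM arachidonic acid. Enzyme: 150 nM purified human 12hLO, 15 min compound preincubation; 25 mM Hepes pH 7.0, room temperature.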
# ALOX15B inhib: 15-hLO-2 (ALOX15B) enzyme inhibition; purified 15hLO-2, xylenol orange hydroperoxide absorbance; Potency, µM (titrated, usually from 57.1 µM), without a hit: at the highest dose activity change, negative = inhibition, most hits filed as inhibitors; 0.56% of 110,000 active; AID 881; further: potency means the concentration at half of the fitted maximal effect; nearly all actives have a fitted effect of over 60% in size; many of its hits are not listed in these tables
# Target sequence (O15296 whole entry, looked up): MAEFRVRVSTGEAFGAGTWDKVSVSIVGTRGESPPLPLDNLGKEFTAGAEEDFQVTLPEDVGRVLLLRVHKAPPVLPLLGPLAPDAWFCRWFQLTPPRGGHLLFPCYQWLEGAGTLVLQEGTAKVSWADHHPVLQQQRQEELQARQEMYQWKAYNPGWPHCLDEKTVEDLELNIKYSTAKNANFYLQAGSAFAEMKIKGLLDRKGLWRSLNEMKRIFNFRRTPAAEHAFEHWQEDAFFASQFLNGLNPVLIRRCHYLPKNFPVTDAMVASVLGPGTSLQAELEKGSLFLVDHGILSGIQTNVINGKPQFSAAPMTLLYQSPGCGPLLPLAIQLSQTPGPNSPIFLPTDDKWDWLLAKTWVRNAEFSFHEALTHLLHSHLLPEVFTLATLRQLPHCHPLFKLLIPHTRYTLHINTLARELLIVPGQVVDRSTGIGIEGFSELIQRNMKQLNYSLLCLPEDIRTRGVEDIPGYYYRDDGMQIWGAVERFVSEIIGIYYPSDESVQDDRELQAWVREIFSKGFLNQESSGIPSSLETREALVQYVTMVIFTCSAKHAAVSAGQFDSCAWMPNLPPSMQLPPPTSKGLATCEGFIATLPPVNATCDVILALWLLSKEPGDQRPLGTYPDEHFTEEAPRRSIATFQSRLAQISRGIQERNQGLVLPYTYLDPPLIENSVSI
#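 Purified human 15hLO-2 (50 nM final) preincubated with compounds 15 min at room temperature in 25 mM Hepes pH 7.5, 0.01% Triton X-100, then 45 uM arachidonic acid added for 90 min; hydroperoxide detected via ferrous/xylenol orange, 573/405 nm absorbance ratio.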
# IMPase cell inh: IMPase inhibition in cells; P97697; CHO-M1 cells, IP1 accumulation, HTRF TR-FRET ratio; inhibition (IP1 accumulation), % at 46.1 µM; 120,000 tested, under 10 active; AID 901; active means well fitted curve in the direction sought with a large enough effect in the signal ratio, not every such curve was filed as active; inconclusive means small, poorly fitted or top-dose-only effect, or a change in a side signal; inactive means no such curve, though single readings can be large or run the other way; the % refers to the signal ratio;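 further: cells stimulated with carbachol in lithium chloride buffer; plate controls were DMSO basal wells for no effect and reference inhibitor wells for full effect; higher means more IMPase inhibition seen as more IP1 and lower FRET ratio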
# Target sequence (P97697 whole entry, looked up): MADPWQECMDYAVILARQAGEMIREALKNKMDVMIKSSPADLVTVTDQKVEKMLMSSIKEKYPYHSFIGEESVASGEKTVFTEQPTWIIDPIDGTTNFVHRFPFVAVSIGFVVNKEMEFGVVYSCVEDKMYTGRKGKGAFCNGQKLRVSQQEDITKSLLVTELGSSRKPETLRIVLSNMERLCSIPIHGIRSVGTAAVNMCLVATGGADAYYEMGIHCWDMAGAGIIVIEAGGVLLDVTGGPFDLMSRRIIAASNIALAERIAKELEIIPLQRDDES
#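 In this qHTS, compounds (final up to 46 uM) act on CHO-M1 cells that are then activated through the M1 receptor with carbachol, in pH 7.4 buffer containing 50 mM LiCl, for 30 min. IP1 accumulation is quantified by the IP-One immunoassay.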
# PNC assembly inh: perinucleolar compartment assembly inhibition; PC3M PTB-GFP, PNC prevalence imaging, 16 h; active compounds read low; 3.1% of 140,000 active; AID 2417; activity change (PNC), negative = inhibition, % at 10 µM;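 active means readout at or below -70, meaning at least 70% loss of cells showing the perinucleolar compartment, a nuclear body marking cancer cells; inconclusive means readout between -30 and a set limit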;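 further: plate controls were DMSO wells for no effect and camptothecin positive control wells for full effect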
#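 PC3M cells stably expressing PTB-GFP, 750–1000 cells/well, treated 16 h at 37 °C with compound (23 nl of library stock), in duplicate. After paraformaldehyde fixation and Hoechst stain, imaged at 20x; PNC prevalence scored by image analysis.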
# * hit, by the source's call; ? = inconclusive; nt = not tested or not shown; & = joins results of further samples; [ ] = another dose, or the depositor's remark. Unless noted, the call rests on the fitted dose curve; in most records, active means well fitted curve in the direction sought with a large enough effect; inconclusive means small, poorly fitted or top-dose-only effect, or another doubt; inactive means no such curve, though single readings can be large; an effect the other way counts as inactive or inconclusive. Unless noted, on the % scale 0 is the no-effect control and ±100 the full control effect. Only part of the results is shown; rates above refer to the full screens.
SMILES,12-hLO inh,ALOX15B inhib,IMPase cell inh,PNC assembly inh
CC1CCc2nn(CC(=O)NCCN3CCCCC3C)cc2C1 (stereo not given),1%,2%,?,?
c1ccc(-c2csc3ncn4nnnc4c23)cc1,1%,-1%,7,?
CCN1CCN(c2cc3c(nn2)Oc2ccccc2N3C)CC1,0%,nt,nt,11
N#Cc1c(NC(=O)CCCN2C(=O)c3ccccc3C2=O)oc(-c2ccccc2)c1-c1ccccc1,6%,-14%,15,-11
CC1CCCCC1NC(=O)CN1C(=O)NC(C)(c2ccc(OC(F)F)cc2)C1=O (stereo not given),7%,-5%,-7,9
O=C(Cc1ccccc1)Nc1nc2ccccc2[nH]1,0%,8%,?,46
O=C(N/N=C/c1ccc(OC(F)F)cc1)c1ccc(CSc2nc3ccccc3[nH]2)cc1,-4%,nt,nt,36
COc1cccc(/C=N/n2c(N)c(S(=O)(=O)c3cccs3)c3nc4ccccc4nc32)c1,-3%,-14%,4,?
N[C@H](C(=O)O)[C@H](N)C(=O)O,-1%[11.4 µM],-2%[11.4 µM],nt,nt
O=C(COC(=O)c1ccccc1-c1ccccc1[N+](=O)[O-])c1ccccc1,1%,nt,10,-19
CCCOc1ccc(C(=O)C(CN2CCOCC2)c2ccccc2)cc1 (stereo not given),7%,nt,7,5
COCCCN=CC1=C(O)CC(C)(C)CC1=O,-3%,-2%,4,19
Cc1ccc(S(=O)(=O)NC(CC(N)=O)C(=O)O)cc1 (stereo not given),-2%,2%,?,22
CCOC(=O)c1c(CC(C)C)csc1NC(C)=O,-3%,5%,-11,41
CCOc1ccccc1NC(=O)C1C2C=CC(O2)C1C(=O)O (stereo not given),-5%,-12%,-10,?
C=CCn1c(SCc2ccc(Cl)cc2)nc2cc(C(=O)N3CCC(C(N)=O)CC3)ccc2c1=O,-1%,nt,nt,35
C=C(C)Cn1c(SCC(=O)O)nnc1-c1ccc(C(C)(C)C)cc1,-2%,-2%,6,12
CC(CN1CCOCC1)OC(=O)c1ccccc1Br (stereo not given),10%,2%,6,-8
CCCOc1ccc(CCc2n[nH]c(=S)n2Cc2ccccc2)cc1,?,?,6,10
COC(=O)c1cccc(NC(=S)Nc2cccc(Cl)c2C)c1,-4%,nt,21,1
CN(C)S(=O)(=O)c1cc(NC(=O)COC(=O)Cc2ccc(Cl)cc2Cl)ccc1Cl,-4%,nt,nt,-14
Cn1c(C(O)c2ccccc2F)nc(Cl)c1Cl (stereo not given),1%,-14%,-1,?
COc1cc2cc(C(c3nnnn3C3CCCC3)N3CCCCC3)c(=O)[nH]c2cc1OC (stereo not given),1%,3%,-13,32
CC(=O)c1cccc(NC(=O)N2CCCC2C(=O)NCCC(C)C)c1 (stereo not given),-5%,17%,11,35
COC(=O)C1=C(C)NC(=O)/C1=C\c1cc(C)n(-c2cc(C)cc(C)c2)c1C,-23%,-29%,2,14
CCN(CC)C(=O)c1ccccc1NC(=O)c1cccc(S(=O)(=O)N(CC)CC)c1,-1%,nt,nt,23
COc1ccc(NC(=O)CC2C(=O)N(C)C(=S)N2Cc2ccco2)cc1 (stereo not given),0%,nt,nt,7
CN(C)S(=O)(=O)c1ccc(NC(=O)c2cc(-c3cccs3)nc3ccccc23)cc1,0%,nt,nt,0
CC[C@H](C)[C@@H]1NC(=O)c2cc([N+](=O)[O-])cc(F)c2NCCCC[C@@H](C(N)=O)NC(=O)[C@H](CCCCN)NC1=O,1%,nt,nt,40
O=C(Nc1ccccc1Sc1ccccc1)C1CCCO1 (stereo not given),-1%,-5%,8,?

# Reprinted from the part before: three entries; new compounds follow.
SMILES,12-hLO inh,ALOX15B inhib,IMPase cell inh,PNC assembly inh
CN(C)S(=O)(=O)c1ccc(NC(=O)c2cc(-c3cccs3)nc3ccccc23)cc1,0%,nt,nt,0
CC[C@H](C)[C@@H]1NC(=O)c2cc([N+](=O)[O-])cc(F)c2NCCCC[C@@H](C(N)=O)NC(=O)[C@H](CCCCN)NC1=O,1%,nt,nt,40
O=C(Nc1ccccc1Sc1ccccc1)C1CCCO1 (stereo not given),-1%,-5%,8,?
N=C(N)SCCc1ccc(CCSC(=N)N)cc1,-2%,-7%,1,nt
Cc1nc(-c2ccccc2)sc1C(=O)CSc1ccc(Cl)cc1,4%,3%[11.4 µM],-1[1.84 µM],?
Cc1cc(C(=O)COC(=O)c2cc(Cl)ccc2N)c(C)n1Cc1ccco1,-2%,nt,nt,?
Cc1ccc(-c2cc(C(=O)N3CCN(c4ccc(F)cc4)CC3)c3ccccc3n2)o1,-14%,13µM*,2,?
Cc1cc(Nc2ccc(F)cc2F)n2nc(C)nc2n1,3%,nt,-16,?
COc1ccc(OC)c(S(=O)(=O)NCCC2=CCCCC2)c1,-7%,1%,6,-14
O=C(O)c1nc(-c2ccccc2)n(-c2ccccc2)n1,16%,nt,nt,3
O=C(NCCN1C(=O)C2C3C=CC(C3)C2C1=O)N1CCOCC1 (stereo not given),4%,nt,-6,?
COc1ccc(-c2nc(C(F)(F)F)c(OC)o2)cc1OC,3%,nt,nt,-11
COC(=O)Nc1nnc(SCc2ccc(C)cc2)s1,0%,nt,10,2
CCN1CCCC1Cn1c(-c2ccccc2)nc2c(NCCOC)nc(C)nc21 (stereo not given),-2%,8%,nt,nt
Cc1ccccc1Nc1nc(-c2sc(NC(=O)c3ccc([N+](=O)[O-])cc3)nc2C)cs1,-13%,-7%,-2,24
Nc1nc2c(s1)C(=O)CCC2,1%,11%,9,?
NC(=O)c1c(NC(=O)CSc2nnc(-c3ccccc3)n2CC2CCCO2)sc2c1CCC2 (stereo not given),-11%,5%[2.29 µM],6,-3
COc1ccc(CC(=O)NCC(=O)N/N=C/c2ccc(C)o2)cc1,-1%,nt,-3,17
CCn1c(COc2cccc(OC)c2)nnc1SCC(=O)Nc1cccc(OC)c1,-2%,-1%,-7,?
COCCCNC(=O)CCC(=O)NNc1nc2ccccc2c2nc(-c3ccccc3)nn12,-1%,nt,-2,17
Cc1ccc(OCC(=O)Nc2cccc(-c3nnc(-c4ccccc4)o3)c2)c(C)c1,-1%,nt,18,?
CC(=O)C(Sc1ccc2nnc(-c3ccc(C)cc3)n2n1)C(C)=O,-14%,-5%,7,31
CC(C)N1C(=O)C2C(C(=O)NC3CCCCC3)C3C=CC2(O3)C1C(=O)NC1CCCC1 (stereo not given),-6%,-1%,-3,?
O=C(O)CN(c1ccccc1)C1SC(=O)NC1=O (stereo not given),-3%,-4%,-5,18
Cc1ccc(Cn2cccc2/C=C2/C(=N)N3C=CSC3=NC2=O)cc1,-1%,nt,4,48
Cc1sc2nc(C3CC3)nc(SCC(=O)N3c4ccccc4CC3C)c2c1C (stereo not given),-4%,9%,?,-108*
COc1ccc(CNC(=O)CSCc2cccc(Cl)c2)cc1,-6%,nt,nt,-2
O=C(c1cc(Cl)nc2ccccc12)N1CCCCC1,1%,-3%,-1,69
COc1cccc(-n2nnc3c(=O)n(Cc4ccccc4Cl)cnc32)c1,0%,nt,-6,-19
Cc1cccc(Cn2nnc3c2C(=O)c2ccccc2C3=O)c1,-1%,nt,13,26
COc1cc(/C=N/NC(=O)c2cncc(Br)c2)ccc1OC(=O)c1ccc2c(c1)OCO2,4%,-14%,16,6
O=Cc1ccc2noc(-c3ccc(F)cc3)c2c1,2%,-13%,3,-6
Brc1ccc2c(c1)CNc1c(ncnc1N1CCOCC1)O2,-8%,-8%,2,?
CSc1ccc(-c2nc(CSCC(=O)N3CCOCC3)c(C)o2)cc1,3%,-5%,4,-30
CCSc1nc(-c2ccc(OC)cc2)n(-c2nc3ccccc3s2)n1,3%,-5%,9,-2
Cc1cnc(C(=O)Nc2nnc(C(C)C)s2)cn1,3%,10%,?,41
CCc1ccc(Nc2nnc(SCn3nnc4ccccc4c3=O)s2)cc1,-8%,-4%,5,-5
Cc1cccc(-n2ncc3c(NC4CCCCC4)ncnc32)c1,-2%,nt,?,-19
CCC(CC)C(=O)NCc1ccccc1OC,3%,1%,4,36
N#Cc1ccc(NC(=O)COC(=O)CCNS(=O)(=O)c2ccccc2)cc1,-1%,nt,nt,19
CC(C)C(=O)N=C1SC2CS(=O)(=O)CC2N1Cc1ccccc1 (stereo not given),0%,nt,nt,25
C/C(CC(=O)Nc1ccc(OCc2ccccc2)cc1)=N\NC(=O)C(=O)Nc1ccccc1C,-7%,-2%,-4,24
c1ccc2[nH]c(SCc3ccc(-c4nnco4)cc3)nc2c1,-4%,-2%,3,11
CN1CCN(CCCNC(=O)c2cn(C3CCCCC3)c(=O)c3c2c2ccccc2n3C)CC1,5%,13%,0,27
O=C(c1cc2c(cc1Br)OCCCO2)N1CCCCC1,0%,nt,nt,30
NS(=O)(=O)c1ccc(NC(=O)CSc2nnc(Cc3cccs3)n2-c2ccccc2)cc1,5%,9%[2.29 µM],3,-16
CN(C(=O)COC(=O)c1ccccc1Nc1ccccc1)C1CCS(=O)(=O)C1 (stereo not given),-5%,8%,?,-7
CCOC(=O)CCN(Cc1sccc1C)S(=O)(=O)c1ccc(F)cc1,-7%,2%,0,?
CC(C)OC(=O)c1cc2ccccc2oc1=O,1%,-10%,0,-16
CC(=O)Nc1ccc(/C=N/NC(=O)c2cc3ccccc3nc2C)cc1,0%,nt,nt,?
CC(=O)Nc1c(O)[nH]c2ccccc12,3%,-4%,0,-98*
O=C(N/N=C/c1coc2ccccc2c1=O)c1cn(-c2ccccc2)nc1-c1ccccc1,1%,nt,-5,-11
CCCCCC(O)c1cccc(OCc2ccc3ccccc3n2)c1 (stereo not given),1%&-2%,nt,nt,-15
OCCN(Cc1ccccc1)CC1CC=CCC1 (stereo not given),-3%,9%[11.4 µM],13[1.84 µM],-1
COc1ccc(N/C(=N/c2nc(C)cc(C)n2)NC(=O)Nc2ccc(Cl)c(Cl)c2)c(OC)c1,-2%,nt,nt,-27
CCCCN(C)CCC(=O)Nc1ccc(F)c(F)c1,1%,nt,nt,-4
O=S(=O)(Nc1ccc2c(c1)OCCO2)c1cnc[nH]1,-3%,0%,4,15
CCOc1cc(/C=C/c2ccc3cccc([N+](=O)[O-])c3n2)cc(Cl)c1O,2%,nt,16,?
Cc1c(C)[n+](=O)c(-c2cccs2)c(C)n1[O-],2%,nt,-3,121
O=S(=O)(c1ccc2ccccc2c1)N1CCN(C2CCN(Cc3ccccc3)CC2)CC1,-8%,8%,3,?
NC(=S)N=Nc1c(O)[nH]c2cc(F)c(F)cc12,-4%,nt,16,?
COc1ccc(S(=O)(=O)n2nc(OC(=O)c3cccs3)cc2N)cc1,4%,nt,1,24
COC(=O)C1(C(F)(F)F)N=C(C(F)(F)F)Nc2ccc(Cl)cc21 (stereo not given),0%,nt,nt,-28

# Continued:
SMILES,12-hLO inh,ALOX15B inhib,IMPase cell inh,PNC assembly inh
O=C(NCc1nnc(SCc2ccccc2)n1-c1ccccc1)C12CC3CC(CC(C3)C1)C2,-4%,nt,-4,-6
Cc1ccc(CNC(=O)C2CNc3cc(C)ccc3O2)cc1 (stereo not given),-7%,-19%,2,21
CCOCc1cnc(C)nc1NCC(=O)c1c(C)[nH]c2ccccc12,-4%,2%,4,3
O=C(NCCCn1ccnc1)Nc1ccc(Cl)c(Cl)c1,-3%,80%[activator],-7,57
c1ccc(-c2csc3ncnc(-n4cnc5ccccc54)c23)cc1,8%,22%,-2,1
COC(=O)c1ccc(CSc2nc3ccccc3c(=O)n2-c2ccc(OC)c(OC)c2)o1,-10%,-9%,-2,6
CCC(C)(C)n1nnnc1C(c1ccc2ncccc2c1)N1CCCC(C)C1 (stereo not given),-3%,nt,9,161
O=C(CSc1cn(CCNC(=O)c2ccc3ccccc3c2)c2ccccc12)NCc1ccco1,-2%,-17%,-3,?
CC(C)NC(=O)CC(=O)N/N=C/c1ccccc1F,-7%,-2%,2,-13
COc1ccc(NC(=O)C2CCC(=O)N2)cc1 (stereo not given),2%,-1%,13,?

# High-throughput results deposited in PubChem BioAssay by National Center for Advancing Translational Sciences (NCATS).
